Source: PubChem (several laboratories)
GPR35 arrestin U2OS: inhibition of zaprinast-stimulated GPR35 beta-arrestin translocation – imaging, U2OS, beta-arrestin-GFP, zaprinast agonist, primary screen (AID 2058); U2OS GPR35 beta-arrestin-GFP translocation imaging, zaprinast antagonism; higher % means a stronger effect; inhibition, % at 10 µM, or IC50 in µM where a hit was titrated; actives 0.052% (n = 290,000);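 active means inhibition of at least 50% with at least 30 cells and total cytoplasm GFP at most 10,000,000; inconclusive means under 30 cells or total GFP of 10,000,000 plus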
NTR1 ag: agonists of NTR1, primary screen, imaging, U2OS cells, beta-arrestin-GFP, high content (AID 493036); NTR1-U2OS beta-arrestin-GFP spot imaging, agonist mode; activation, % at 20 µM; actives 0.17% (n = 330,000);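 active means activation at or above 40% of the spot to cytoplasm intensity ratio, with at least 20 cells analyzed; inconclusive means wells under 20 cells, flagged as cytotoxic or low count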;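 further: 0% = DMSO without peptide and 100% = 100 nM NTR1 peptide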
Target sequence (P30989 whole entry, looked up): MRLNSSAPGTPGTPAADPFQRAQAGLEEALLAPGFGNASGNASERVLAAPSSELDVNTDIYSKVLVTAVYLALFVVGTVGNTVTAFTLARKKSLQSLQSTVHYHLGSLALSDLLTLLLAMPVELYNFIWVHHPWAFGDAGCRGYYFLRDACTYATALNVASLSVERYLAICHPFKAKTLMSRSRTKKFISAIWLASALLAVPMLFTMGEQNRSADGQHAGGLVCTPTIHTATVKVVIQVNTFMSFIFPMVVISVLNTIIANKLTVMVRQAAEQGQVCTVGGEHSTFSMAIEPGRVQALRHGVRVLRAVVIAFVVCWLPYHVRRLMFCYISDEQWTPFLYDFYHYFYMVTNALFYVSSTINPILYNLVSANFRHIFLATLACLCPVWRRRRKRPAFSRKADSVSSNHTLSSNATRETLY
LYP inhibition: inhibitors of LYP phosphatase, biochemical, fluorescence intensity, uHTS (AID 1779) | recombinant LYP phosphatase, fluorescence intensity; higher % means a stronger effect | inhibition, % at 11.5 µM, or IC50 in µM where a hit was titrated | actives 0.054% (n = 290,000); in the data active means inhibition above about 50%;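 further: plate controls were vehicle with enzyme for no effect and no enzyme for full effect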
GPR55 LPI antagonism: GPR55 antagonists blocking LPI-driven arrestin recruitment, primary screen, imaging, U2OS, beta-arrestin-GFP, LPI agonist (AID 2013). actives 0.13% (n = 290,000). one-dose inhibition, % at 10 µM; IC50 in µM for titrated hits. U2OS GPR55 beta-arrestin-GFP translocation imaging, LPI antagonism; higher % means a stronger effect;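 active means spots per cell inhibited over 60%, with over 100 cells counted and total cytoplasm intensity under 500,000; inconclusive means wells with under 100 cells, flagged as likely toxic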;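 further: U2OS cells stably carrying GPR55 and arrestin-GFP stimulated by 5 µM LPI near EC80; imaged beta-arrestin-GFP aggregate spots per cell after agonist stimulation; plate controls were LPI-stimulated DMSO wells for no effect and DMSO wells without LPI for full effect; some results filed as inactive read as strong as hits; confirmed hits need IC50 under 10 µM and bright autofluorescent wells are also inconclusive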
HIV fusion peptide: inhibitors of HIV fusion peptide binding, primary screen, biochemical, uHTS, fluorescence dequenching (AID 1986); cell-free peptide binding, fluorescence dequenching, 30 min; higher % means a stronger effect; one-dose inhibition, % at 20 µM; IC50 in µM for titrated hits; actives 0.3% (n = 290,000); in the data active means inhibition mostly above about 52%, no sharp cut-off; inactive means mostly below about 76%; further: some results filed as inactive read as strong as hits
PhoP inhibition: PhoP-dependent GFP reporter repression – Salmonella Typhimurium, primary screen (AID 1863); S. Typhimurium PhoP-regulated promoter GFP reporter, 4 h; higher % means a stronger effect; actives 0.16% (n = 300,000); inhibition, % at 50 µM; hits with a dose series show IC50 in µM;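 active means inhibition over 29.93%, a cutoff 3 SD above the screen mean, later confirmed by dose response; inconclusive means inhibition over 29.93% but no dose response follow-up; inactive means inhibition at most 29.93% or unconfirmed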;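 further: 0% = low Mg2+ inducing control and 100% = high Mg2+ repressing control; strong numbers were not always called active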
Myeloid diff MLP: compounds promoting myeloid differentiation. ER-HoxA9 myeloid progenitors, lysozyme-GFP differentiation, flow cytometry. calls only at 10 µM. actives 1% (n = 360,000);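 active means normalized GFP-positive differentiation at or above the plate's own cutoff, the solvent-only control mean plus 3 SD; inconclusive means no clear call, values can overlap the other calls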;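 further: cells exposed to compound for four days before flow analysis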
SIAH1 antagonists: Siah-1 peptide-binding antagonists, primary screen, biochemical, fluorescence polarization, rhodamine-plectin, uHTS (AID 1817) | Siah-1 / rhodamine-plectin peptide fluorescence polarization; higher % means a stronger effect | one-dose displacement, % at 20 µM; IC50 in µM for titrated hits | actives 0.02% (n = 290,000);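 active means displacement of at least 50% at 20 µM, with a fluorescence ratio check between 0.3 and a set limit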;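 further: plate controls were Siah plus tracer with DMSO for no effect and tracer alone without Siah for full effect; strong numbers were not always called active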
Rac1 GTP hydrolysis: MgcRacGAP GTPase-activating activity inhibitors, confirmation, biochemical, ADP Hunter fluorescence; MgcRacGAP-stimulated Rac1 GTP hydrolysis, ADP Hunter fluorescence; higher % means a stronger effect; GST-tagged Rac1 F28L mutant substrate; inhibition, % at 30 µM, or IC50 in µM where a hit was titrated; actives 0.6% (n = 340,000); AID 624330;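 active means first-screen hits whose inhibition reached a set limit at any dose in the follow-up dose series; inconclusive means inhibition above the set first-screen limit but never retested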;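 further: fluorescence reports GDP produced by GAP-driven GTP hydrolysis; strong numbers were not always called active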
NTR1 ag cell count 20 µM: recorded beside NTR1 ag, whose call it bears; cell count; measured here: cell count, cytotoxicity flag
Myeloid diff MLP GFP+ MAC1+ %: second read-out of Myeloid diff MLP, no call of its own (marks repeat the call); GFP+ MAC1+ double positive, %; measured here: differentiation confirmed by MAC1 staining
Starred values were filed as active, the others as inactive; i = inactive; ? = inconclusive; . = no result given. Random draw from the library; about 2.4% have a hit in one of these screens.

SMILES	GPR35 arrestin U2OS	NTR1 ag	NTR1 ag cell count 20 µM	LYP inhibition	GPR55 LPI antagonism	HIV fusion peptide	PhoP inhibition	Myeloid diff MLP	Myeloid diff MLP GFP+ MAC1+ %	SIAH1 antagonists	Rac1 GTP hydrolysis
Nn1c(SCC(=O)Nc2ccc3c(c2)OCO3)nnc1C(F)(F)F	6%	-1.3	36	-5%	0%	-2.1%	1%	i	0.3	-7%	4%
CN(c1ccccc1C(=O)Nc1ccc(S(=O)(=O)N2CCCC2)cc1)S(C)(=O)=O	7%	0.2	53	-10%	-2%	-0.9%	-9%	i	0.8	-2%	4%
NC(=NC(=O)c1ccccc1)N1CCN(C(c2ccccc2)c2ccccc2)CC1	-1%	8.2	49	7%	22%	1.5%	-6%	i	0.9	3%	15%
CC(=O)c1sc(NC(=O)CCCOc2ccccc2C)nc1C	4%	0.6	37	-3%	10%	1.6%	-9%	i	0.3	3%	1%
O=C(O)C1Sc2[nH]c(=O)sc2C2c3ccc(O)cc3OC(=O)C12 (centres undefined)	-8%	-0.4	58	-4%	7%	42%	-1%	i	0.3	6%	17%
NC(=O)c1c(NC(=O)CN2C(=O)NC(Cc3ccccc3)C2=O)sc2c1CCC2 (centres undefined)	-3%	0.1	57	-5%	2%	2.1%	-2%	i	0.0	-5%	16%
Brc1ccccc1-c1cnco1	0%	0.5	47	-1%	10%	-1.5%	4%	i	0.2	0%	4%
c1ccc(CCc2nn3c(-c4ccncc4)nnc3s2)cc1	0%	1.4	51	2%	-9%	-0.9%	-8%	i	4.0	-7%	7%
Cc1nn(C(C)C(=O)NCc2ccco2)c(C)c1[N+](=O)[O-] (centres undefined)	5%	1.4	52	-3%	-1%	-0.9%	-7%	i	0.7	2%	14%
Cc1ccc(Nc2nc(C(=O)N3CCC(C(=O)N4CCN(C)CC4)CC3)cs2)cc1	20%	-0.5	82	-4%	4%	6.9%	-4%	i	3.9	1%	6%
COc1cccc2cc(C(=O)C3=C(O)C(=O)N(CCN4CCOCC4)C3c3ccc(C(C)(C)C)cc3)oc12 (centres undefined)	-2%	-0.1	47	3%	-1%	9.9%	-9%	?	.	-2%	-3%
FC(F)(F)c1cccnc1Oc1ccc(C2=NCCS2)cc1	3%	19	55	-7%	3%	0.6%	-12%	i	0.4	-2%	6%
O=C(O)c1cn(-c2ccccc2)nc1-c1ccc(F)cc1	9%	0.8	63	-13%	2%	0.5%	-11%	i	0.0	10%	12%
O=S(=O)(c1cnccc1N1CCN(/N=C/c2ccccc2)CC1)N1CCCCC1	-12%	2.2	49	2%	.	-0.5%	5%	i	1.1	6%	11%
Cc1c(NC(=O)COC(=O)Cc2ccc(F)cc2)c(=O)n(-c2ccccc2)n1C	.	-0.5	57	.	.	.	-4%	i	1.4	.	9%
CCCC1=C(C(=O)OCC)C(c2cc(Cl)cc(OC)c2OCC(=O)OCC)NC(=O)N1 (centres undefined)	-1%	2.1	58	2%	12%	0.3%	6%	i	0.3	-2%	1%
CCOC(=O)C(=O)N1CCN(CC)CC1	-1%	-1.9	58	-8%	13%	2.6%	4%	i	1.5	7%	-11%
CC1CC1c1ccc(/C=C(\C#N)C(=O)Nc2ccccc2Cl)o1 (centres undefined)	3%	4.0	61	-3%	3%	2.5%	6%	i	0.6	-2%	3%
Cc1cccc(CS(=O)(=O)c2ncc(Cl)c(C(=O)NCc3ccccc3)n2)c1	27%	9.0	62	-8%	6%	-0.6%	-16%	i	2.8	-9%	2%
CCNc1nc(-c2cc(C)n(Cc3ccco3)c2C)cs1	-11%	0.7	40	-3%	16%	60%	-6%	i	0.7	31%	21%

Some of these compounds in order of their number in GPR35 arrestin U2OS, high to low.
| Molecule | GPR35 arrestin U2OS |
| --- | --- |
| O=C(O)c1cn(-c2ccccc2)nc1-c1ccc(F)cc1 | 9% |
| FC(F)(F)c1cccnc1Oc1ccc(C2=NCCS2)cc1 | 3% |
| CCNc1nc(-c2cc(C)n(Cc3ccco3)c2C)cs1 | -11% |

Continued:
SMILES	GPR35 arrestin U2OS	NTR1 ag	NTR1 ag cell count 20 µM	LYP inhibition	GPR55 LPI antagonism	HIV fusion peptide	PhoP inhibition	Myeloid diff MLP	Myeloid diff MLP GFP+ MAC1+ %	SIAH1 antagonists	Rac1 GTP hydrolysis
C/C(=N\NC(N)=S)c1cccnc1	2%	0.2	48	0%	7%	0.3%	-7%	i	1.3	-4%	8%
O=C(Nc1ccc(Oc2ccccc2)cc1)C1CCN(c2ncccn2)CC1	-9%	-3.0	72	-4%	12%	-0.9%	19%	i	0.5	0%	2%
CCC(CC)C(=O)N=C1SC2CS(=O)(=O)CC2N1CCc1ccc(OC)cc1 (centres undefined)	6%	0.3	59	-4%	-10%	0.6%	-2%	i	1.6	-2%	3%
COc1ccc(NC(=O)C(c2ccc(OC)cc2)N(C)C(=O)c2cnccn2)cc1 (centres undefined)	0%	0.8	47	-1%	8%	-2.9%	-11%	i	1.9	2%	1%
Cc1c(C(c2cc3c(cc2Br)OCO3)c2c(C)n(C)n(-c3ccccc3)c2=O)c(=O)n(-c2ccccc2)n1C	20%	1.1	59	-8%	11%	-3.0%	2%	i	4.6	4%	3%
CCOc1ccc(-c2cccc(NS(=O)(=O)c3cc([N+](=O)[O-])ccc3C)c2)nn1	.	2.3	66	.	.	.	2%	i	0.3	.	3%
Cn1c(=NC(=O)CS(=O)(=O)c2ccccc2)sc2ccccc21	.	0.5	81	.	.	.	-2%	i	0.8	.	6%
CC1(c2ccc(Cl)cc2Cl)NC(=O)N(CC(=O)Nc2cccnc2Cl)C1=O (centres undefined)	.	0.3	78	.	.	.	-1%	i	1.1	.	11%
CCOC(=O)N1CCN(S(=O)(=O)c2cc(OCC(N)=O)c(C)cc2Cl)CC1	9%	3.1	55	-3%	-3%	0.5%	-2%	i	1.1	1%	11%
O=C(O)C1CCC(=O)N1Cc1ccc(F)cc1 (centres undefined)	-9%	1.0	37	-7%	-2%	-1.4%	0%	i	0.6	1%	3%
NN(CCO)C(=S)Nc1ccc(Cl)cc1	-2%	-2.2	55	3%	10%	0.2%	11%	i	0.4	3%	-4%
CCN(CC)CCCNC(=O)c1ccc(Cl)c(S(=O)(=O)Nc2ccccc2OC)c1	4%	-1.2	68	-6%	8%	2.9%	5%	i	0.9	-2%	7%
Cc1ccccc1N1CCN(CC(=O)Nc2nccs2)CC1	0%	0.3	69	-7%	1%	-0.8%	-6%	i	1.4	10%	6%
NC(=S)Nc1ccc(S(=O)(=O)c2ccc(NC(N)=S)cc2)cc1	-11%	1.5	47	-2%	2%	1.0%	-3%	i	0.4	7%	11%
CC(=C/c1ccccc1)/C=N/Nc1nc(N2CCCCC2)nc(N2CCCCC2)n1	-8%	0.8	69	7%	1%	1.2%	-10%	i	0.3	-3%	5%
O=C(Nc1cccc(NC(=O)c2ccccc2Cl)c1)c1ccc(F)cc1	-8%	-0.3	57	-9%	4%	-0.4%	1%	i	0.2	5%	4%
CCOC(=O)c1c(C)[nH]c(C)c1C(=O)COC(=O)c1ccc(OC)c(OC)c1	-2%	0.8	31	-2%	-4%	-1.7%	0%	i	0.4	24%	6%
CCN(CC)CCCN1CC(O)=C(c2nc3ccccc3s2)C1=N	6%	-1.2	55	-2%	7%	0.8%	3%	i	0.8	6%	16%
CC1CC2=C(C(=O)O1)C(C)Nc1ccccc1N2 (centres undefined)	12%	-1.5	74	-6%	15%	-2.0%	-5%	i	0.6	41%	6%
COC(=O)C(C(=O)OC)c1ncc(C(F)(F)F)cc1Cl	-13%	-1.0	47	-10%	4%	1.3%	8%	i	0.5	-1%	0%
Cc1cccnc1CNC(=O)C1CCC(=O)N(CCc2cccc(F)c2)C1 (centres undefined)	-4%	0.2	44	-5%	8%	0.7%	-4%	i	3.2	10%	8%
CN1CCN(NC(=O)c2ccc(F)cc2)CC1	14%	-0.5	68	5%	12%	0.6%	1%	i	2.3	5%	9%
CC(C)Oc1ccc(CNC(=O)Oc2ccccc2)cc1	5%	-1.4	51	-6%	16%	1.4%	-4%	i	0.4	5%	7%
O=C(c1cccc(S(=O)(=O)N2CCN(c3ccccc3)CC2)c1)N1CCCCCCC1	.	-0.5	59	.	.	.	-6%	i	0.9	.	3%
Cn1c(=O)c2c(=O)cc(NNC(=O)C(C)(C)C)[nH]c2n(C)c1=O	0%	-0.4	51	-4%	15%	-0.4%	11%	i	0.5	3%	3%
CC(C)[C@H](NC(=O)NC1CCCc2ccccc21)C(=O)O (some centres undefined)	10%	-0.4	50	-1%	10%	3.1%	4%	i	0.9	-2%	0%
CCOC(=O)c1c(-c2ccc(C)cc2)csc1NC(=O)C1CCCO1 (centres undefined)	14%	21	77	-2%	7%	-1.7%	-6%	i	0.3	0%	-1%
NC(=O)COc1ccc(/C=N/NS(=O)(=O)c2ccccc2)cc1	-12%	1.2	92	-7%	1%	-3.1%	-8%	i	0.3	-3%	3%
O=C(O)c1cccc(NS(=O)(=O)c2cc(S(=O)(=O)c3ccc(Cl)cc3)ccc2Cl)c1	-7%	0.0	54	-4%	-6%	7.1%	3%	i	1.6	1%	10%
CCOc1ccccc1CNc1ccc(O)cc1	4%	.	.	3%	-5%	11%	-15%	i	0.7	i	15%
COC(=O)c1ccc(NC(=S)NCCc2ccccc2)cc1	-8%	1.9	54	1%	7%	2.8%	4%	i	0.8	4%	10%
O=C(COc1ccc(F)cc1)c1c(O)cc(O)cc1O	9%	4.0	73	-3%	1%	7.1%	25%	i	0.3	-3%	17%
Cc1cc(=O)oc2cc(OC(=O)c3ccccc3)ccc12	24%	0.2	88	-4%	13%	0.8%	-6%	i	2.6	-5%	7%
CCOCCCNC(=O)CCc1nnc2n(CCC(C)C)c(=O)c3ccccc3n12	-6%	-1.1	41	-5%	5%	-1.3%	6%	i	0.7	12%	8%
CCCCn1c(N)c(N(CCC(C)C)C(=O)C2CCCO2)c(=O)[nH]c1=O (centres undefined)	.	-0.9	67	.	.	.	-4%	i	1.2	.	7%
O=[N+]([O-])c1cccc(-c2ccc(C(=S)N3CCOCC3)o2)c1	-11%	-0.7	86	1%	1%	-0.5%	8%	i	0.5	-1%	14%
